K1F lysis inhibition: protection from phage-mediated lysis, alamar blue read-out – E. coli UTI89, K1F phage, bacterial capsule biogenesis inhibitors (AID 488966) | inhibition, % at 100 µM, or IC50 in µM where a hit was titrated | 340,000 tested, 0.02% active | E. coli UTI89 K1F phage lysis, alamar blue, 2 h; higher % means a stronger effect;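 active = phage lysis inhibition, versus mean bacterial control, above a set limit; inconclusive = no clear call, values can overlap the other calls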;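 also: capsule biogenesis inhibitors block K1F phage lysis so surviving cells raise fluorescence; higher fluorescence means more inhibition of phage lysis; actives were called in the ten point dose series up to 300 µM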
CSM14.1 death rescue: protection against thapsigargin-triggered cell killing – 384-well, CSM14.1, ATP luminescence, primary screen (AID 1222); CSM14.1 thapsigargin-induced death rescue, ATP luminescence; higher % means a stronger effect; cellular ATP content (survival), % at 20 µM, or EC50 in µM where a hit was titrated; 190,000 tested, under 10 active;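 active = EC50 below 50 µM in the dose-response confirmation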;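 also: death triggered by thapsigargin at about 15 µM added after 2 h compound pretreatment; cell ATP read after overnight thapsigargin exposure of roughly 18 to 22 hours; normalized against plate controls of thapsigargin alone and 5% DMSO vehicle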
NS5 inhibitors: Dengue-2 NS5 methyltransferase inhibitors, primary screen, biochemical, confirmation dose response (AID 588689); 340,000 tested, 0.3% active; one-dose inhibition, % at 25 µM; IC50 in µM for titrated hits; Dengue-2 NS5 methyltransferase capping enzyme assay, biochemical; higher % means a stronger effect; in the data active = a potency from the dose series; inconclusive = inhibition above about 29% without an active follow-up result
SV40 large T antigen: SV40 large T antigen inhibitors, biochemical (AID 1903); SV40 large T antigen ATPase/helicase inhibition assay; higher % means a stronger effect; one-dose inhibition, % at 20 µM; IC50 in µM for titrated hits; 310,000 tested, 0.39% active; in the data active = a potency from the dose series; inconclusive = inhibition mostly from about 32% at the one dose, without a potency; inactive = the rest, 99 in 100 with inhibition below about 32%; also: strong numbers were not always called active
WT yeast gro inh: growth inhibition of WT yeast, mitochondrial fusion screen | mitochondrial fusion phenotypic screen, WT strain | inhibition, % at 10 µM | 190,000 tested, 2.1% active; in the data active = inhibition above about 58%; tested in S. cerevisiae
XIAP antagonists: small molecules displacing peptide from XIAP – biochemical, IAP family, fluorescence polarization (AID 1018) | XIAP BIR domain, fluorescence polarization peptide displacement; higher % means a stronger effect | one-dose displacement, % at 20 µM; IC50 in µM for titrated hits | 200,000 tested, 0.007% active; in the data active = displacement above about 50%; also: a part of the inactive calls stands beside numbers as strong as those of hits
RSV CPE inhibition: inhibition of RSV-induced cytopathic effect – HEp-2 cells, primary 10 µM value included (AID 2391) | HEp-2 cells, RSV-induced CPE inhibition; higher % means a stronger effect | CPE inhibition, % at 10 µM, or IC50 in µM where a hit was titrated | 310,000 tested, 0.13% active; in the data active = a potency from the dose series; inconclusive = CPE inhibition mostly from about 23% at the one dose, without a potency; inactive = the rest, 99 in 100 with CPE inhibition below about 21%; also: strong numbers were not always called active
West Nile antiviral: inhibition of WNV-induced cytopathic effect – cell-based, CPE readout (AID 1621); West Nile virus-infected cells, CPE inhibition; higher % means a stronger effect; CPE inhibition, % at 10 µM; hits with a dose series show IC50 in µM; 290,000 tested, 0.02% active; in the data active = a potency from the dose series; inconclusive = CPE inhibition mostly from about 3.7% at the one dose, without a potency; inactive = the rest, 99 in 100 with CPE inhibition below about 2.2%; also: strong numbers were not always called active
Yfh1-depleted yeast: mitochondrial function rescue without frataxin homolog – Friedreich's ataxia, plus single-dose screen, dose response (AID 1465). S. cerevisiae Yfh1-off respiration, WST-1 reduction, 72 h; higher fold induction means a stronger effect. fold induction at 50 µM; hits with a dose series show EC50 in µM. 220,000 tested, 0.074% active;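 active = fold induction of absorbance versus untreated yeast above a set limit, then at least 30% activation at any dose in follow-up; inconclusive = repeats straddling the limit, or above it without dose testing; inactive = fold induction below the set limit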;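 also: activators that raise dye reduction in frataxin-depleted yeast; strong numbers were not always called active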
WT yeast gro inh mutant strain: further read-out of WT yeast gro inh, marked with its call; inhibition, %; mitochondrial fusion phenotypic screen, mutant strain inhibition
Starred values were filed as active, the others as inactive; i = inactive; ? = inconclusive; nt = no result given; & = joins results of further samples; [ ] = another dose, or the depositor's remark.

#	Molecule	K1F lysis inhibition	CSM14.1 death rescue	NS5 inhibitors	SV40 large T antigen	WT yeast gro inh	WT yeast gro inh mutant strain	XIAP antagonists	RSV CPE inhibition	West Nile antiviral	Yfh1-depleted yeast
1	O=C(c1cccc(Cl)c1)N1CCC(C(=O)N2CCN(Cc3ccccc3)CC2)CC1	0.0%	nt	1%	9%	nt	nt	nt	-0.3%	-1.3%	nt
2	Cc1ccc(OCC(O)CN2CCN(Cc3ccc4c(c3)OCO4)CC2)c(C)c1 (stereo unspecified)	2.3%&3.2%	-1.7%	0%&-4%	6%	50	43	3.5%	-1.9%	-0.7%	i
3	COC(=O)CSc1nc(C)c(Oc2ccccc2)c(=O)[nH]1	-0.2%	3.3%	nt	1%	7	17	-0.8%	1.2%	0.1%	i
4	O=C1CN(C(=O)CSc2nnc(Nc3ccccc3)s2)c2ccccc2N1	4.4%	-1.0%	-9%	8%	14	9	-5.7%	4.8%	-0.3%	i
5	Cc1ccccc1NC(=O)C(=O)N/N=C/c1cccc(Br)c1	0.4%	-0.7%	-8%	12%	-4	-9	-5.4%	1.8%	0.1%	i
6	COc1c(C)cc(Br)cc1C(=O)O	-1.6%	-3.7%	-1%	-3%	-12	-28	-7.4%	-0.7%	0.6%	i
7	O=C(Nc1cc(Cl)cc(Cl)c1)C(NCCO)c1ccccc1 (stereo unspecified)	-1.9%	-0.1%	-3%	9%	-2	-4	-3.0%	nt	0.4%	i
8	COc1cccc(CN2CCCC(C(=O)N3CCCCC3)C2)c1 (stereo unspecified)	0.3%	nt	-3%	7%	nt	nt	nt	-0.3%	-0.6%	nt
9	COc1ccc(/C=N/NC(=O)C(C)n2nnc3ccccc32)cc1OC (stereo unspecified)	0.6%	2.7%	1%	-3%	16	9	-5.1%	1.1%	0.4%	i
10	Cc1ccccc1OCC(O)CN1CCN(c2ccccn2)CC1 (stereo unspecified)	0.1%	-1.8%	-2%	0%	5	6	-0.9%	-0.4%	-0.6%	i
11	Cn1c2ccccc2c(=O)c2c(=O)n(-c3ccccc3)c(C3CCCCC3)nc21	1.1%	-1.4%	-1%	6%	-4	-13	-8.1%	6.7%	-0.9%	i
12	Fc1cccc(CN2CCN(Cc3nc(CCc4ccccc4)no3)CC2)c1	0.3%	0.1%	-1%	9%	-1	10	-5.0%	12%	-1.3%	i
13	Cc1ccc(NC(=O)CN(C)C(=O)COC(=O)CNS(=O)(=O)c2ccc(F)c(F)c2F)cc1	0.8%[50 µM]	nt	3%	9%	nt	nt	nt	-1.4%	nt	nt
14	O=C(Cc1ccc(F)cc1)NCCc1cnc[nH]1	0.2%	nt	-2%	10%	nt	nt	nt	0.0%	-0.1%	nt
15	C[C@H]1CC[C@H]2C(=O)N3[C@H](c4cccc(N5CCCC5=O)c4)[C@@H](C)CC[C@H]3C(=O)N2[C@@H]1c1cccc(N2CCCC2=O)c1	nt	-3.2%	nt	8%	-6	-9	-7.3%	-0.5%	nt	nt
16	C/C(=N/NC(=O)c1ccncc1)c1c[nH]c2ccccc12	0.0%	0.9%	-2%	0%	-13	-3	-3.3%	2.4%	0.3%	i
17	CC(C)n1c(SCC(=O)Nc2ccc(F)cc2)nnc1C1CC1	0.7%[50 µM]	nt	14%	10%	nt	nt	nt	2.4%	-0.5%	nt
18	COc1ccc(O)c(C=Nc2cc(C)on2)c1	-3.2%	0.3%	-1%	3%	11	25	-0.1%	-0.3%	0.5%	i
19	Cc1ccc(CSc2nsc(C)c2C#N)cc1	0.1%	nt	-15%	5%	nt	nt	nt	0.7%	-0.4%	nt
20	COc1c(C)cc(S(=O)(=O)N2CCCC2)c(C)c1C	4.9%	2.9%	-2%	8%	-13	-9	-3.5%	nt	0.0%	i

Compounds listed so far containing a Cl atom, in the order listed:
#	Molecule	K1F lysis inhibition	CSM14.1 death rescue	NS5 inhibitors	SV40 large T antigen	WT yeast gro inh	WT yeast gro inh mutant strain	XIAP antagonists	RSV CPE inhibition	West Nile antiviral	Yfh1-depleted yeast
1	O=C(c1cccc(Cl)c1)N1CCC(C(=O)N2CCN(Cc3ccccc3)CC2)CC1	0.0%	nt	1%	9%	nt	nt	nt	-0.3%	-1.3%	nt
7	O=C(Nc1cc(Cl)cc(Cl)c1)C(NCCO)c1ccccc1 (stereo unspecified)	-1.9%	-0.1%	-3%	9%	-2	-4	-3.0%	nt	0.4%	i

Of the compounds above, these have bromine:
#	Molecule	K1F lysis inhibition	CSM14.1 death rescue	NS5 inhibitors	SV40 large T antigen	WT yeast gro inh	WT yeast gro inh mutant strain	XIAP antagonists	RSV CPE inhibition	West Nile antiviral	Yfh1-depleted yeast
5	Cc1ccccc1NC(=O)C(=O)N/N=C/c1cccc(Br)c1	0.4%	-0.7%	-8%	12%	-4	-9	-5.4%	1.8%	0.1%	i
6	COc1c(C)cc(Br)cc1C(=O)O	-1.6%	-3.7%	-1%	-3%	-12	-28	-7.4%	-0.7%	0.6%	i

(more compounds)
#	Molecule	K1F lysis inhibition	CSM14.1 death rescue	NS5 inhibitors	SV40 large T antigen	WT yeast gro inh	WT yeast gro inh mutant strain	XIAP antagonists	RSV CPE inhibition	West Nile antiviral	Yfh1-depleted yeast
21	O=C(CSCc1ccccc1)NCCCN1CCOCC1	0.2%	0.4%	5%	6%	-2	3	-3.3%	-0.7%	-0.3%	i
22	CC(NC(=O)Cc1ccccc1[N+](=O)[O-])c1ccccc1 (stereo unspecified)	nt	-1.3%	nt	5%	-6	0	-6.2%	1.3%	-1.2%	i
23	Cc1cccc(C)c1OCCSc1n[nH]c(N)n1	0.5%	-0.7%	-1%	5%	1	11	-2.4%	1.5%	-0.1%	i
24	C#CCOCCOCCOCCNc1nc(N2CCN(C(=O)C([C@@H](C)CC)n3cc(C(N)COC(=O)C(F)(F)F)nn3)CC2)nc(N2CCN(C(=O)[C@H](CCCCN)n3cc(C(N)[C@H](C)CC)nn3)CC2)n1 (stereo partly specified)	nt	nt	nt	37%	nt	nt	nt	1.8%	0.1%	i
25	CN(C(=O)CCN1C(=O)c2ccccc2C1=O)c1ccccc1	-0.8%	nt	5%	7%	nt	nt	nt	0.8%	-0.9%	nt
26	Cc1cccc(OCCCCCNCCO)c1	1.8%	-0.2%	-3%	nt	17	-2	-2.2%	-0.2%	-1.1%	i
27	Cc1ccc2nc(N3CCN(c4ccccc4F)CC3)c(C=O)c(=O)n2c1	0.1%	-0.3%	4%	11%	6	22	-8.3%	2.0%	-0.9%	i
28	COc1cccc(NC(=S)N(CCc2c(C)[nH]c3ccccc23)Cc2ccco2)c1	0.0%	-1.0%	-5%	-10%	63*	-12*	-3.6%	4.2%	-0.1%	i
29	CC(C)N1C(=O)S/C(=C/c2ccc3c(c2)n(C)c(=O)n3C)C1=O	0.1%	1.6%	3%	4%	-5	5	-0.2%	3.9%	1.2%	i
30	Clc1ccc(-c2nc3ccncc3[nH]2)cc1	1.0%[50 µM]	-2.9%	5%	8%	0	0	-5.9%	-0.3%	nt	nt
31	CC(C)c1nc(NCC2CCCO2)c(C#N)c2c1COC(C)(C)C2 (stereo unspecified)	0.7%	4.9%	-1%	3%	-2	1	-4.9%	3.4%	0.5%	i
32	CC(C)(C)C(=O)NCCc1nc2ccccc2n1CC(=O)c1ccc(Cl)cc1	-0.9%	-2.1%	-1%	3%	-1	-36	-7.3%	2.6%	-0.7%	i
33	O=C(N/N=C\c1ccc(F)cc1)c1csnn1	-0.2%	-1.1%	-12%	15%	-9	-2	-2.8%	1.0%	0.4%	i
34	CCOC(=O)Cc1csc(NC(=O)c2sc3nc4cc(C)ccc4cc3c2N)n1	3.3%	-2.4%	?	13%	9	-9	-3.4%	4.2%	0.0%	i
35	COC(=O)c1c(C)[nH]c(C(=O)/C=C/c2ccc(C)cc2)c1C	1.0%	nt	2%	8%	nt	nt	nt	2.2%	-0.1%	i
36	O=C(Oc1c(Cl)cc(Cl)c2cccnc12)N1CCOCC1	0.2%	-1.0%	-7%	3%	13	5	0.7%	0.1%	1.2%	i
37	CC1CCN(CCCNC(=O)C2CCC(CNS(=O)(=O)c3ccccc3)CC2)CC1 (stereo unspecified)	1.1%	nt	-4%	5%	nt	nt	nt	0.2%	-0.1%	nt
38	CC(=C/c1ccccc1)/C=N/Nc1nc(N2CCOCC2)nc(N2CCOCC2)n1	-0.5%	0.3%	-3%	6%	-4	-27	-4.9%	4.1%	-0.9%	i
39	COc1cc(SC)ccc1C(=O)Nc1cccc(C)n1	0.0%	-3.1%	-8%	29%	30	14	-3.8%	?	-0.6%	i
40	O=C(c1ccco1)N1CCN(C(=O)C2CCN(S(=O)(=O)c3cnc[nH]3)CC2)CC1	4.6%	-1.0%	-2%	-6%	21	10	-2.3%	0.9%	-0.5%	i
41	CC1=C(C#N)C(/C=N/OCc2ccc(F)cc2Cl)CC(=O)N1 (stereo unspecified)	2.3%	-0.4%	-17%	17%	-4	6	-3.0%	0.1%	-0.4%	i
42	Cc1ccc(C)c(S(=O)(=O)N/N=C/c2ccc(N(C)C)cc2)c1	2.8%	-1.2%	-8%	18%	26	9	-3.2%	-0.7%	-0.5%	i
43	Nc1nc(NC(=O)Cc2ccccc2)nn1-c1ccccc1	2.9%	-0.9%	2%	13%	13	18	-8.5%	0.4%	nt	nt
44	CSc1ccc(S(=O)(=O)Nc2ccc(N3CCOCC3)c(Cl)c2)cc1	0.8%[50 µM]	-2.4%	-3%	13%	20	48	-6.4%	3.9%	-1.1%	i
45	CC(=O)N1CCN(c2ccc([N+](=O)[O-])cc2C#N)CC1	0.0%	-0.3%	-1%	1%	13	0	-2.9%	2.3%	-0.1%	?
46	NS(=O)(=O)c1ccc(NC(=O)COC(=O)/C=C/c2ccc([N+](=O)[O-])cc2)cc1	0.1%	0.4%	1%	3%	-7	8	-1.6%	0.6%	-0.7%	i
47	CC(Sc1nc2scc(-c3ccccc3)c2c(=O)[nH]1)C(=O)NC(N)=O (stereo unspecified)	-1.0%[50 µM]	nt	8%	8%	nt	nt	nt	0.3%	0.1%	i
48	Cc1cnc2cc([N+](=O)[O-])ccc2n1	-5.5%	-0.2%	-8%	10%	-4	-10	-3.2%	0.9%	-0.8%	i
49	CCN(CC)S(=O)(=O)c1ccc(NC(=O)CN(c2cccc(F)c2)S(C)(=O)=O)cc1	-0.1%	nt	1%	2%	1	7	-15%	7.4%	0.6%	i
50	Cc1ccc(/C=C/C(=O)NCc2ccc3c(c2)OCO3)o1	-0.4%	0.2%	-13%	12%	1	-17	-4.8%	0.9%	-0.1%	i
51	CCCNc1c(NC(=O)COc2ccc(Cl)cc2)c(=O)oc2ccccc12	0.0%	nt	-12%	4%	nt	nt	nt	-0.9%	-0.8%	nt
52	CC(NC(N)=O)C(=O)OCc1ccc(Cl)cc1Cl (stereo unspecified)	-2.5%	-3.4%	-1%	13%	-8	3	-1.9%	1.9%	0.3%	i
53	Cc1ccccc1NC(=O)c1oc(=O)c2ccccc2c1-c1ccccc1	0.0%	-6.9%	-8%	9%	-1	-10	-20%	1.9%	-0.1%	i

Outcome played no part in choosing rows; any-hit rate near 2.2%.
